# Assay outcomes: PubChem BioAssay, several laboratories
# NPY-Y1 PAM-ag: NPY-Y1 receptor potentiators or agonists, primary screen, cell-based. activation, % at 3.6 µM. Neuropeptide Y receptor type 1 (Homo sapiens), P25929. NPY-Y1 expressing cells, potentiator/agonist activation. 220,000 tested, 0.37% active; in the data active = activation above about 33%, passing the limit was not always enough;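 also: cells stimulated with NPY at EC10 then isoproterenol at EC100; 0% = low agonist plus stimulus and 100% = saturating agonist plus stimulus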
# Runt-CBFb FRET: inhibitors of RUNX1 Runt–CBFb binding, primary screen, biochemical, FRET, Cerulean-Runt, Venus-CBFb, uHTS. Runt-related transcription factor 1 (Homo sapiens) + Core-binding factor subunit beta …. Cerulean-Runt/Venus-CBFb FRET ratio 530/480, 1 h. inhibition, % at 20 µM. 220,000 tested, 0.46% active;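 active = inhibition over about 50% at 20 µM in the single-dose screen, limit read from the data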;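 also: 0% = DMSO wells and 100% = excess unlabeled CBFb competitor control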
# Target sequence (Q01196 whole entry, looked up): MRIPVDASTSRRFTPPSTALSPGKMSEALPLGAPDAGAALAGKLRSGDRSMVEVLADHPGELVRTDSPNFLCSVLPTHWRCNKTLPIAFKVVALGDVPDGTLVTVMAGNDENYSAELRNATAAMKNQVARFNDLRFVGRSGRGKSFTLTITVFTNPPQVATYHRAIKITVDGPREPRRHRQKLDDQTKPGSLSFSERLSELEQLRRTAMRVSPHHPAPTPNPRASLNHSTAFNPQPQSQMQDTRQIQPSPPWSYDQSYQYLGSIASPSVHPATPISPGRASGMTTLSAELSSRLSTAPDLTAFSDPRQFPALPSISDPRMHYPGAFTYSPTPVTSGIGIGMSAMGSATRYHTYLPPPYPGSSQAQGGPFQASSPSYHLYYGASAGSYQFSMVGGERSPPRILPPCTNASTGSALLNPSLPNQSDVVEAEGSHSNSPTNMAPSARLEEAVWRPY
# Target sequence (Q13951 whole entry, looked up): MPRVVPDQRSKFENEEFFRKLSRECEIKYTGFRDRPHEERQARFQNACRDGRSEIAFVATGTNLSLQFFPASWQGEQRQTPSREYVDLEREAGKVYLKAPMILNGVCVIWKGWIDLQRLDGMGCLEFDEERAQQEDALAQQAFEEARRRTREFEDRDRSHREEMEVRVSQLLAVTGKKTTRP
#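 Buffer or medium: Tris pH 7.5 buffer with BSA. Assay system: Cerulean-labeled Runt domain protein. Amount: each fluorescent fusion protein 100 nM. Read-out basis: loss of energy transfer signal. Incubation: 1 h compound exposure, room temperature. Probe or stimulus: Venus-CBFb binding partner, 100 nM. Detection: FRET, excitation 422 nm, emission at 530 and 480 nm.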
# BaF3 parental: parental Ba/F3 cell viability inhibition, counter-screen for JAK2V617F inhibitor project, murine pro-B, CellTiter-Glo luminescence; CellTiter-Glo ATP luminescence; inhibition, % at 5.6 µM; 220,000 tested, 1.1% active;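 active = inhibition above a per-campaign cutoff, the mean inhibition of all tested compounds plus 3 SD, cut at about 27% in these data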;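 also: 0% = DMSO wells and 100% = JAK Inhibitor I control wells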
# Ba/F3 V617F tox: reduced viability of JAK2V617F-dependent Ba/F3 cells, primary screen, JAK2V617F inhibitor project, cell-based, Ba/F3 EpoR-JAK2V617F, luminescence; ATP luminescence; inhibition, % at 5.6 µM; 220,000 tested, 1.1% active;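 active = inhibition above the campaign mean plus 3 SD over all tested compounds, cut at about 24% in these data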;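 also: cytokine-independent growth of Ba/F3 cells driven by EpoR plus mutant JAK2; 0% = DMSO-treated cells and 100% = JAK inhibitor I control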
# S1P4 antagonist: S1P4 receptor antagonists, primary screen, cell-based; Sphingosine 1-phosphate receptor 4 (Homo sapiens), O95977; S1P4-expressing cells, antagonist mode, reporter read-out; inhibition, % at 4.98 µM; 220,000 tested, 0.26% active; in the data active = inhibition above about 29%;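 also: 0% = wells stimulated with agonist and 100% = vehicle wells without agonist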
# Target sequence (O95977 whole entry, looked up): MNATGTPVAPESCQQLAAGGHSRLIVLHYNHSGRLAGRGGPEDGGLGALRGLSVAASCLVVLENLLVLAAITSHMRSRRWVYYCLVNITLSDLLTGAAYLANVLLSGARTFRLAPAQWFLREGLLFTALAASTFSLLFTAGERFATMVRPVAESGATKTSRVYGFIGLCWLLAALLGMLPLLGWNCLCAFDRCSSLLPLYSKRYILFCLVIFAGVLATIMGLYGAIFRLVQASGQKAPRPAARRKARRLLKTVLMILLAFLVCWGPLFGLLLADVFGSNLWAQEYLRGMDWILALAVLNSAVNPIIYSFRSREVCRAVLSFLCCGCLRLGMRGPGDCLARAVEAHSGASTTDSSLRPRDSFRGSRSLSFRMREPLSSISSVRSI
# NPY-Y2 PAM-ag: NPY-Y2 potentiators or agonists, primary screen, cell-based. cells expressing NPY-Y2, potentiator/agonist read-out. Neuropeptide Y receptor type 2 (Homo sapiens), P49146. activation, % at 3.6 µM. 220,000 tested, 0.45% active; in the data active = activation above about 27%;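 also: cells stimulated with NPY near EC25 plus isoproterenol at EC100; 0% = vehicle plus submaximal agonist and 100% = vehicle plus saturating agonist; some results beyond the cut were filed as inactive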
# NPY Y1 blocker: NPY-Y1 receptor antagonists, primary screen, cell-based. Neuropeptide Y receptor type 1 (Homo sapiens), P25929. HEK293-CNG Y1 cells, membrane potential fluorescence; NPY at EC95, then isoproterenol. inhibition, % at 3.6 µM. 200,000 tested, 1% active;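 active = inhibition above the campaign mean inhibition of all tested compounds plus 3 SD, cut at about 20% in these data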;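 also: 0% = DMSO wells given NPY plus isoproterenol and 100% = isoproterenol alone without NPY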
#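 Benchmarks – high control isoproterenol alone, low control NPY with isoproterenol · Material – HEK293 Y1/CNG channel cell line · Times – dye 3 h, compound 60 min room temperature, stimulation 45 min · Probe or stimulus – NPY (25 nM), isoproterenol (1 µM), Ro 20-1724 (25 µM) · Evaluation – % inhibition of NPY effect · Signal – fluorescence, membrane potential probe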
# S1P4 ag: S1P4 receptor agonists, primary screen, cell-based. Sphingosine 1-phosphate receptor 4 (Homo sapiens), O95977. S1P4-expressing cell line, agonist reporter assay. activation, % at 4.98 µM. 220,000 tested, 0.35% active; in the data active = activation above about 11%;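 also: 0% = DMSO vehicle and 100% = reference agonist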
# RBBP9 inhibitor: human RBBP9 inhibitors, primary screen, biochemical, fluorescence polarization, FP-Rh probe, HTS; AID 1515, 2009; inhibition, % at 7.94 µM; recombinant RBBP9; 220,000 tested, 0.2% active; Serine hydrolase RBBP9 (Homo sapiens), O75884;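 active = inhibition above the campaign mean of all tested compounds plus 3 SD, cut at about 14% in these data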;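 also: plate controls were DMSO wells with RBBP9 for no effect and wells lacking RBBP9 protein for full effect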
#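 Test system: recombinant human RBBP9. Quantity: 2.5 µM RBBP9 dispensing solution, before mixing. Detection: FP readout at 525/598 nm. Reagent: Serine-hydrolase probe FP-Rh, 375 nM pre-mixing. Measure: % inhibition. Control set: DMSO-treated enzyme wells and wells lacking RBBP9. Buffer or medium: Tris-NaCl-Pluronic buffer, pH 8.0. Times: preincubation 30 min plus labeling 45 min at 25 °C.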
# Active calls of the source: *; / = not tested or not shown.
entry	compound	NPY-Y1 PAM-ag	Runt-CBFb FRET	BaF3 parental	Ba/F3 V617F tox	S1P4 antagonist	NPY-Y2 PAM-ag	NPY Y1 blocker	S1P4 ag	RBBP9 inhibitor
1	CC(C)(C)c1nnc2sc(SCC(=O)c3cccs3)nn2c1=O	0	1	1	0	-13	-1	-2	1.5	-4
2	Cc1ccccc1-c1nn(-c2ccc(F)cc2F)cc1CNC1CC1	4	-1	3	2	-10	-7	-1	1.8	2
3	CC1(C)CC(NC(=O)c2sc3cc(Cl)ccc3c2Cl)CC(C)(C)N1	10	2	4	13	16	8	0	1.2	-6
4	Cc1cc2ccccc2c(=O)n1CC(=O)NC1CCCCCC1	-10	0	5	0	-3	4	5	-0.3	-4
5	O=C(CC1c2ccccc2Oc2ccccc21)NCc1ccco1	-18	-1	-3	-3	-16	5	12	-2.9	-7
6	O=c1c2sc3nc(N4CCOCC4)c4c(c3c2nnn1Cc1ccccc1)CCCC4	-11	-5	0	-5	-6	15	0	0.3	-4
7	CCO[C@@H]1OC(C(=O)N2CCN(Cc3ccccc3)CC2)=C[C@H](C)[C@H]1CCCO	8	0	1	2	7	-28	0	-0.6	-4
8	Cc1cc2nc(/C(C#N)=C/c3ccncc3)[nH]c2cc1C	5	-14	8	0	-7	-16	10	0.5	2
9	CCc1ccc(O)c(N=Cc2cccc(C)c2O)c1	4	5	9	2	1	4	-1	0.2	-2
10	Cc1ccc(NC(=O)CSc2nnc(-c3ccccn3)n2N)c(Br)c1	19	-1	5	0	-8	-10	/	1.7	-6
11	S=C(NCc1ccccc1)NCC1COc2ccccc2O1 (configuration not stated)	-20	1	0	-4	5	5	1	-0.6	1
12	Cn1ncc([N+](=O)[O-])c1C(=O)N/N=C/c1c[nH]c2ccccc12	0	-1	6	-2	-8	-4	9	-0.1	-8
13	Cc1ccc(C(=O)Nc2cccc(-c3cnc4ccccc4n3)c2)cc1	-12	-3	1	-2	6	-5	-2	-0.8	-4
14	CCCCC(=O)OCc1nc(N)nc(Nc2ccccc2C)n1	-4	-2	6	2	-24	-14	-6	-0.1	-12
15	Cc1ccc(O)c(NC(=O)CCC2CCCCC2)c1	-6	-2	58*	73*	18	-7	1	1.4	-4
16	N#C/C(=N\Nc1cc(Cl)cc(Cl)c1)c1nnc2n1CCCCC2	-23	-12	7	0	-16	-5	-1	0.5	-4
17	CCOC(=O)c1ccc(Nc2cc(C)nc(C)c2C(=O)OCC)cc1	-30	1	3	-2	2	6	10	0.7	-2
18	Brc1ccc(N=Cc2ccccn2)cc1	2	3	1	-2	8	-2	4	1.4	-1
19	Cc1cc(C)cc(NC(=O)CC23CC4CC(C2)CC(n2nnc(C)n2)(C4)C3)c1	8	0	7	1	-10	-11	11	0.4	5
20	Cc1cccc(Sc2ccc([N+](=O)[O-])cc2[N+](=O)[O-])n1	25	-1	7	-1	-16	6	-2	1.3	-8
21	CCOc1ccc(N2CC(=O)Nc3ccccc3NCC2=O)cc1	10	-2	2	-4	-9	10	-3	1.5	1
22	COc1cc(S(=O)(=O)N2CCCCC2)ccc1NC(C)=O	-4	0	-1	1	11	-11	7	-0.4	-1
23	Cc1ccc2nc(/C(C#N)=C\c3ccc(Oc4ccc(C(F)(F)F)cc4[N+](=O)[O-])cc3)[nH]c2c1	3	-16	0	-6	-9	-1	-2	-0.8	-5
24	Cc1ccc2ccc(C(Nc3ccccn3)c3ccccc3)c(O)c2n1 (configuration not stated)	-2	4	8	3	4	-5	1	-0.4	-7
25	CCN1CCN(C(=O)CN(Cc2ccccc2)S(C)(=O)=O)CC1	-16	0	-1	-1	-10	-3	0	-1.5	-2
26	CC(C)CC(COCc1ccc([N+](=O)[O-])cc1)N1CCN(C(=O)c2ccc(C(F)(F)F)cc2)CCC1=O (configuration not stated)	-6	-8	8	9	23	1	12	0.7	-2
27	Cc1ccccc1-n1nnnc1SCc1csc(-c2ccccc2)n1	-28	-2	4	-3	-3	-4	6	-0.2	-3
28	O=C(c1nn(Cc2ccccc2)c(=O)c2ccccc12)N1CCN(C/C=C/c2ccccc2)CC1	5	-9	5	4	-18	1	0	2.1	-8
29	C/C(=N\OC(=O)c1ccccc1F)c1nccs1	14	2	7	1	-3	1	3	0.5	4
30	CCCn1ncc(CN2CCN(Cc3ccsc3)C(CCO)C2)c1C (configuration not stated)	8	0	-1	0	-10	-2	6	0.1	-12

# (listing goes on)
entry	compound	NPY-Y1 PAM-ag	Runt-CBFb FRET	BaF3 parental	Ba/F3 V617F tox	S1P4 antagonist	NPY-Y2 PAM-ag	NPY Y1 blocker	S1P4 ag	RBBP9 inhibitor
31	CC(=O)NC1(C(F)(F)F)C(=O)NC(C)=C1C#N (configuration not stated)	-14	0	5	3	-11	0	4	0.7	-1
32	COc1ccccc1CNC(=O)c1cccc(S(=O)(=O)N2CCN(C)CC2)c1	-23	-1	7	4	-5	-9	-4	-0.2	0
33	CCC(=O)Nc1ccc(-c2nn3c(C)nnc3s2)cc1C	-1	3	3	-4	-20	2	1	0.8	-4
34	CC1(C)CC(=O)C2=C(C1)OC1OC(=O)CC21C (configuration not stated)	15	0	-2	-3	1	8	-1	0.5	-4
35	COc1cc(CC(=O)OCC(=O)Nc2ccc(Cl)c(S(=O)(=O)N(C)C)c2)cc(OC)c1OC	5	0	-5	-4	-5	6	/	1.6	2
36	Cc1cccc(-n2cnc3cc(C(=O)N4CCc5ccccc54)ccc32)c1	-32	-1	6	2	0	2	10	0.2	0
37	O=C(O)c1ccc(Nc2ncnc3scc(-c4ccccc4)c23)cc1	3	-1	2	-3	-3	19	-1	0.0	1
38	CCCCOc1ccc(C(=O)CCN2CCOCC2)cc1	7	18	6	3	5	-13	11	-2.0	-3
39	O=C(Cc1ccccc1Cl)NNC(=O)Nc1ccccc1	5	-1	2	3	-16	11	0	-0.8	0
40	COc1ccc(C(=O)c2c(C)c3ccccc3n2CC(O)CNC(C)C)cc1 (configuration not stated)	-38	-1	5	0	1	10	18	-0.4	-1
41	COc1cc(C(=O)N2CCN(c3ccccc3OC)CC2)c([N+](=O)[O-])cc1OC	-25	0	3	1	-12	7	3	1.6	-5
42	O=C(NNS(=O)(=O)c1ccccc1[N+](=O)[O-])c1cccnc1	0	4	0	-1	6	-21	/	0.6	1
43	C=CCn1c(-c2cccc(OC)c2OC)n[nH]c1=S	-2	5	12	5	-22	0	-7	-1.1	0
44	CCN(CC)CC(=O)Nc1sc2c(c1C(=O)c1ccccc1C)CCC2	21	/	2	-5	-14	7	4	0.6	7
45	CC1CN(C2=NC(=O)/C(=C3/C(=O)N(Cc4ccc(F)cc4)c4ccccc43)S2)CC(C)O1 (configuration not stated)	26	-4	0	-3	-9	-5	/	1.5	1
46	Cc1occc1-c1nnc(SCC(=O)Nc2ccccc2N2CCCCC2)n1C	-26	-1	1	-4	-20	2	4	-0.6	4
47	CCOC(=O)CC1C(=O)NCCN1S(=O)(=O)c1ccccc1 (configuration not stated)	-3	3	4	0	0	5	1	0.7	-11
48	CNC(=O)NC(=O)C(C)OC(=O)c1c2c(nc3ccccc13)/C(=C/c1cccs1)CC2 (configuration not stated)	13	1	5	-2	10	5	4	1.1	-6
49	CCN(c1ccc(NC(=O)c2ccc(Cl)nc2)cc1)C(C)C	-2	9	69*	77*	1	-14	-3	1.3	-8
50	COc1ccc(NC(=O)NCCN2CCN(c3cccc(Cl)c3)CC2)cc1	19	4	0	-4	-10	21	0	0.3	-5
51	CCOC(=O)c1ccc(NC(=S)N(CCCN2CCCCC2)Cc2ccco2)cc1	-28	2	8	0	-24	8	2	1.0	-15
52	CCOC(=O)c1c(C)nc2c(c1-c1cc(OC)ccc1OC)C(=O)CC(C)(C)C2	10	0	-3	-3	-4	-9	/	1.3	-8
53	COC(=O)C(CC(C(=O)OC)C(=O)OC)C(=O)OC	-8	-3	6	3	-15	-7	-3	-2.5	-3
54	O=C(NCCCn1ccnc1)C(=O)NCC(c1ccco1)N1CCN(c2ccc(F)cc2)CC1 (configuration not stated)	2	0	-4	-1	-2	3	-4	1.4	-1
55	CC(=O)Nc1nc(C(=O)O)cs1	1	0	-1	0	9	-5	0	0.4	-3
56	COc1ccc(C(CC(=O)O)NC(=O)c2ccccc2)cc1OC (configuration not stated)	-1	-1	2	-4	-2	4	2	1.0	-8
57	O=C(CN1C(=O)c2ccccc2C1=O)Nc1cc([N+](=O)[O-])ccc1O	2	-1	0	2	-1	-5	6	1.8	-4
58	CCCOc1ccc(N2C(=O)CC(NCCc3ccc(S(N)(=O)=O)cc3)C2=O)cc1 (configuration not stated)	21	5	5	-1	-13	-1	-2	-3.6	-1
59	CC(C)(C)NC(=O)C(c1ccncc1)N(C(=O)Cn1nnc(-c2ccc(F)cc2)n1)c1ccccc1F (configuration not stated)	12	-4	6	3	-6	-4	-1	1.9	-9
60	COC(=O)CCN(C(=O)c1cccc(OC(C)=O)c1)c1ccccn1	-10	-2	5	3	11	-3	7	0.1	1

# (continued)
entry	compound	NPY-Y1 PAM-ag	Runt-CBFb FRET	BaF3 parental	Ba/F3 V617F tox	S1P4 antagonist	NPY-Y2 PAM-ag	NPY Y1 blocker	S1P4 ag	RBBP9 inhibitor
61	COc1ccc(C2c3c(ccc4ccccc34)Oc3ncn4nc(-c5ccco5)nc4c32)cc1 (configuration not stated)	-34	-3	-2	-2	-11	18	1	2.3	-9
62	COCCCn1c(SCC(=O)O)nc2cc(OC)c(OC)cc2c1=N	1	-3	13	4	-8	-8	-4	0.0	-7
63	COc1ccc(N2CCN(C(=O)CSc3nnc4c(C)cc5c(C)cc(C)cc5n34)CC2)cc1	9	-1	6	-4	-3	-13	8	1.6	-2
64	CCC(=O)OCc1c(C(F)(F)F)nn(C)c1Oc1cccc(C(F)(F)F)c1	-11	-3	6	1	7	-8	-2	0.4	6
65	Cc1cc(C)n(C/C=C/Cn2nc(C)cc2C)n1	-29	-1	-3	-1	2	0	1	1.7	5
66	CCCCCCCC(=O)NNC(=O)CC(=O)Nc1ccccc1C(=O)O	-26	0	0	-1	-18	-5	-8	3.2	-4
